XIAP antagonists: XIAP antagonists, biochemical, IAP family, fluorescence polarization (AID 1018). displacement, % at 20 µM, or IC50 in µM where a hit was titrated. actives 0.007% (n = 200,000). XIAP BIR domain, fluorescence polarization peptide displacement; higher % means a stronger effect; in the data active means displacement above about 50%; further: a part of the inactive calls stands beside numbers as strong as those of hits
MT stabilizer: stabilizes microtubules in HeLa cells; HeLa tubulin immunostaining HCS, 24 h; share of cells brighter than vehicle mean+2SD; AID 2205; actives 0.83% (n = 200,000); % tubulin-high responders, % at 10 µM;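 active means plate Z-score above 3 for both tubulin-high and condensed-nucleus cell shares, with cell loss under 80%, at 10 µM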;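 further: anti alpha tubulin signal scored within the nucleus-defined area of each cell; some results filed as inactive read as strong as hits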
b-catenin transl: beta-catenin nuclear translocation modulation. actives 0.3% (n = 190,000). nuclear translocation activity, % at 5 µM. AID 1665. HeLa beta-catenin nuclear translocation, immunofluorescence imaging;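 active means nuclear translocation activity above 50% at 5 µM, with a well cell count of 50 or more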;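 further: per-cell ratio of nuclear to cytoplasmic median beta-catenin stain intensity; plate controls were DMSO negative control for no effect and GSK-3 inhibitor IX positive control for full effect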
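Test system: human HeLa cells, endogenous beta-catenin. Times: 24 h compound exposure, 37°C. Measured by: beta-catenin immunofluorescence imaging with DAPI.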
ER stress rescue: rescue of cells from ER stress-induced death, primary screen, 384-well, CSM14.1, thapsigargin, ATP luminescence (AID 1222). CSM14.1 thapsigargin-induced death rescue, ATP luminescence; higher % means a stronger effect. cellular ATP content (survival), % at 20 µM; hits with a dose series show EC50 in µM. 190,000 tested, under 10 active;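 active means EC50 below 50 µM in the dose-response confirmation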;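 further: death triggered by thapsigargin at about 15 µM added after 2 h compound pretreatment; cell ATP read after overnight thapsigargin exposure of roughly 18 to 22 hours; normalized against plate controls of thapsigargin alone and 5% DMSO vehicle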
Insulin prom up: MIN6 insulin promoter up-regulation; MIN6 insulin promoter-GFP reporter, high-content imaging; active compounds read high; z-score at 5 µM; actives 0.3% (n = 190,000);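 active means z-score above 3 at 5 µM with at least 500 cells counted in the well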
Lipid droplet: modulators of hepatic lipid droplet formation. AML12 mouse hepatocytes, oleate lipid droplets, BODIPY imaging. inhibition, % at 6.5 µM. actives 0.4% (n = 240,000). AID 1656;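 active means lipid droplet intensity inhibited by at least 50%, with more than 500 cells counted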
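Test system: AML12 mouse liver cells; schedule: overnight exposure; technique: high-content imaging of BODIPY-stained droplets and DAPI nuclei; read-out: % inhibition of corrected integrated BODIPY droplet signal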
WT yeast gro inh: growth inhibition of WT yeast, mitochondrial fusion screen; mitochondrial fusion phenotypic screen, WT strain; inhibition, % at 10 µM; actives 2.1% (n = 190,000); AID 1362; in the data active means inhibition above about 58%; tested in S. cerevisiae
Dynein cargo inh: dynein cargo transport inhibition | z-score, hits read low | actives 0.47% (n = 220,000) | 3617.4 mouse cells, GR-EGFP nuclear translocation imaging; test concentration mostly 20 µM; stimulated with dexamethasone, 1 µM; active compounds read low;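 active means plate z-score of nuclear minus cytoplasmic receptor signal below a set negative limit, without overly bright fluorescence or cell loss, cut at about -3.5 in these data, passing the limit was not always enough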;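 further: z-score of nuclear minus cytoplasmic ring GR-EGFP intensity difference per well; some compounds called inactive have numbers as strong as hits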
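medium = tetracycline-free induction medium containing charcoal-stripped FBS | also added = 1.0 µM final dexamethasone stimulus | schedule = 48 h induction, 1 h compound, 30 min dex at 37 °C | technique = fixed, Hoechst-stained cells imaged at 10x for EGFP | measure = GR-EGFP nuclear translocation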
Autophagy HCS: alters autophagy in cells. MEF GFP-LC3 puncta imaging; test concentration mostly 10 µM. calls only at 10 µM (by protocol). actives 0.98% (n = 190,000). AID 463193;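 active means percentage of spot-positive cells more than 3 SD above its plate mean, without a fluorescence outlier flag or 80% toxicity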;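 further: spot-positive cell cutoff set from DMSO-treated cells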
WT yeast gro inh mutant strain: recorded beside WT yeast gro inh, whose call it bears; inhibition, %; mitochondrial fusion phenotypic screen, mutant strain inhibition
Dynein cargo inh cytoplasmic EGFP: recorded beside Dynein cargo inh, whose call it bears; z-score; measured here: cytoplasmic GR-EGFP intensity; active compounds read high
Dynein cargo inh nuclear GR-EGFP: recorded beside Dynein cargo inh, whose call it bears; z-score; measured here: nuclear GR-EGFP intensity;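 lower value marks the stronger effect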
Dynein cargo inh cell count: recorded beside Dynein cargo inh, whose call it bears; z-score; measured here: cell count per field
Insulin prom up cell count: also measured in Insulin prom up; calls as there; cell count; measured here: cytotoxicity, nuclei count;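 total cells summed across four imaged fields per well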
Lipid droplet cells 6.5 µM: recorded beside Lipid droplet, whose call it bears; cell count; measured here: cell count, cytotoxicity flag;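 cells counted across two imaged fields per well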
b-catenin transl cell count 5 µM: recorded beside b-catenin transl, whose call it bears; cell count; measured here: cell count, cytotoxicity flag
MT stabilizer Hoechst-high %: further read-out of MT stabilizer, marked with its call; % Hoechst-high responders; measured here: nuclear condensation Hoechst responders;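 share of cells brighter than vehicle mean plus two SD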
MT stabilizer cytotoxicity %: second read-out of MT stabilizer, no call of its own (marks repeat the call); toxicity, %; measured here: cytotoxicity by cell density;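 0% = mean cell density of plate MIN control wells and 100% = no cells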
Autophagy HCS cell loss 18 h: recorded beside Autophagy HCS, whose call it bears; toxicity, %; measured here: cell loss, nuclei count;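 cell loss after 18 h compound exposure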
* hit, by the source's call; i = inactive; . = not tested or not shown. Rows are unselected; overall some 4% were active at least once.

SMILES | XIAP antagonists | MT stabilizer | MT stabilizer Hoechst-high % | MT stabilizer cytotoxicity % | b-catenin transl | b-catenin transl cell count 5 µM | ER stress rescue | Insulin prom up | Insulin prom up cell count | Lipid droplet | Lipid droplet cells 6.5 µM | WT yeast gro inh | WT yeast gro inh mutant strain | Dynein cargo inh | Dynein cargo inh cytoplasmic EGFP | Dynein cargo inh nuclear GR-EGFP | Dynein cargo inh cell count | Autophagy HCS | Autophagy HCS cell loss 18 h
COc1ccc2c(c1)SCCC2=O | -4.6% | 2.2 | 1.4 | 12 | -2.6 | 1208 | 0.2% | -0.48 | 933 | -1 | 746 | -3 | -5 | 1.1 | -0.21 | 1.1 | 0.5 | i | -10
CC(C)(C)Oc1ncc(Br)c(OC(C)(C)C)n1 | -2.1% | 3.2 | 2.7 | 3.8 | -1.9 | 1229 | 1.3% | -0.11 | 1376 | 10 | 742 | 18 | 15 | -0.81 | -0.26 | -0.69 | -0.36 | i | -6
CC1CN(Cc2c(O)ccc3c2oc(=O)c2ccccc23)CC(C)O1 (stereo not drawn) | . | . | . | . | -1.1 | 1259 | . | 0.13 | 1037 | 5 | 638 | . | . | 1.6 | -0.18 | 1.8 | -1.8 | . | .
O=C1C=C(Nc2ccc(Cl)cc2)CC(c2ccc(Cl)cc2)C1 (stereo not drawn) | -2.3% | 38 | 10 | 54 | -2.9 | 1226 | -0.2% | . | . | -3 | 698 | 68* | 38* | -0.71 | 0.015 | 0.17 | 1.1 | i | 21
Clc1ccccc1Cn1nnc2c(NCC3CC3)ncnc21 | -3.4% | 4.5 | 3.0 | 11 | -0.4 | 806 | 1.5% | -0.02 | 1169 | . | . | 0 | -9 | -0.45 | -0.19 | 0.065 | -0.38 | i | -11
COc1ccc(CN2CCNC(=O)C2CC(=O)NCc2cccc(C)n2)c(OC)c1 (stereo not drawn) | . | . | . | . | -0.6 | 1344 | . | 0.71 | 1028 | 13 | 766 | . | . | 0.9 | -0.22 | 0.47 | -0.53 | . | .
O=C(N[C@@H](Cc1ccc(O)cc1)C(=O)O)c1ccc(C(F)(F)F)cc1 | -2.4% | 2.2 | 1.0 | 4.7 | -1.7 | 1191 | -0.2% | 0.38 | 1335 | 6 | 752 | 8 | 2 | 0.032 | -0.13 | 0.43 | -1.5 | i | 8
CCCCSc1nnc(-c2ccccc2N)c(=O)[nH]1 | -4.1% | 4.5 | 3.6 | 6.9 | 1.4 | 1415 | -1.1% | 0.34 | 1429 | . | . | 25 | 15 | -0.38 | -0.11 | -0.1 | 1.1 | i | 4
COC(=O)CCC(=O)N1CCCC(CNS(=O)(=O)c2ccc(OC)cc2)C1 (stereo not drawn) | -3.9% | 2.2 | 1.6 | 8.2 | -1.1 | 1050 | 0.5% | -0.17 | 1391 | 10 | 767 | -12 | -1 | -0.2 | -0.33 | -0.047 | 0.32 | i | -6
CNC(=S)N1CCN(C(c2ccccc2)c2ccccc2)CC1 | -3.8% | 2.4 | 1.5 | 3.2 | 0.1 | 995 | -0.5% | -0.07 | 1513 | -8 | 747 | 70* | 32* | -0.58 | 1 | 0.32 | 0.64 | i | 24
O=C(c1c[nH]c2ccccc12)N1CCN(Cc2ccccc2)CC1 | -2.1% | 5.6 | 3.2 | 13 | 2.6 | 978 | -0.1% | -0.57 | 1134 | . | . | -1 | 13 | 0.66 | -0.11 | 0.62 | 0.56 | i | 18
Cc1ccc(NS(=O)(=O)c2ccc(CCC(=O)NCc3ccccn3)cc2)cc1 | -5.7% | 2.3 | 2.0 | 7.8 | 0.6 | 1523 | -1.4% | -0.28 | 1442 | -6 | 611 | 7 | 3 | 0.32 | -0.3 | 0.33 | -0.11 | i | -3
O=Cc1cn(CC(=O)N2CCc3ccccc32)c2ccccc12 | -12% | 3.0 | 1.5 | 9.1 | -2.3 | 1081 | -2.4% | 0.88 | 1376 | 0 | 679 | -13 | 14 | -0.24 | -0.13 | 0.22 | 0.35 | i | 10
CC(C)(C)N1NC(=O)Nc2ccccc2C1=O | -7.8% | 0.9 | 1.0 | 6.9 | -1.7 | 1154 | 1.1% | -0.96 | 752 | -1 | 709 | 21 | 12 | -0.92 | 3.3 | 0.16 | 0.57 | i | -5
CCOc1ccc(OCC)c(NC(=O)Nc2ccc3c(c2)N(C)C(=O)CS3)c1 | -2.0% | 6.4 | 2.2 | 6.1 | -2.9 | 1112 | -1.4% | -0.89 | 1691 | -27 | 526 | 50 | 30 | -0.033 | -0.12 | 0.013 | -0.39 | . | .
COc1ccccc1/C=C1\SC(=S)N(CC(=O)Nc2nnc(C)s2)C1=O | -6.7% | 5.6 | 2.8 | 27 | -1.3 | 1106 | 3.2% | -0.58 | 1155 | -8 | 684 | 3 | -2 | 1.4 | 1.6 | 1.3 | 1.2 | i | 19
CC1(C)CC(=O)c2c(Cc3ccccc3)noc2C1 | -6.1% | 9.0 | 2.1 | 6.2 | -0.7 | 1146 | -0.6% | 0.25 | 1316 | 8 | 643 | -8 | 4 | -0.77 | -0.27 | -0.01 | 0.88 | i | 7
FC(F)(F)c1ccc(/C=N/NC(=S)NC2CCCCC2)cc1 | -5.8% | 2.9 | 2.8 | 5.0 | -2.2 | 1106 | -0.5% | -0.35 | 1376 | 3 | 692 | 6 | -11 | 0.065 | -0.19 | 0.093 | -0.29 | i | -9
Cc1ccc(-n2nc3c(Cl)nnc(C)c3c2C)cc1 | -4.5% | 2.5 | 2.7 | 10 | -5.7 | 542 | 4.3% | 0.22 | 1303 | -14 | 627 | 8 | 14 | -1.9 | 0.12 | -1.2 | -0.15 | i | 5
CC(C)=NOc1nc(N(C)C)nc(N(C)C)n1 | -5.9% | 5.3 | 2.7 | 16 | 2.7 | 498 | -1.7% | 0.04 | 1336 | 0 | 611 | -1 | -10 | 0.99 | -0.21 | 0.14 | -0.72 | i | -8
COc1ccccc1Cc1noc(C(C)(C)NC(=O)c2ccccc2)n1 | -1.9% | 6.9 | 3.3 | 6.8 | -4.0 | 1178 | -1.4% | 0.46 | 1185 | . | . | 6 | 16 | -0.17 | -0.14 | 0.18 | -0.08 | i | -4
Cc1ccc(C)c(NC(=O)C2CCCN2C(=O)OC(C)(C)C)c1 (stereo not drawn) | -5.0% | 2.4 | 2.0 | 9.2 | 1.0 | 707 | 0.1% | -0.28 | 1198 | . | . | -9 | -4 | 0.37 | -0.23 | 0.35 | 0.21 | i | -10
c1cc(-c2nnc3n2CCC3)[nH]n1 | -10% | 6.8 | 2.7 | 7.2 | -2.2 | 1104 | -0.1% | 0.61 | 1343 | . | . | -2 | -6 | 1.3 | 0.21 | 1.6 | -1.8 | i | 6
CCC/C(=N\NC(=O)c1ccc(OC)c(OC)c1)c1ccccc1 | -1.1% | 2.7 | 1.5 | 11 | 6.4 | 952 | 0.5% | -0.32 | 1159 | -2 | 679 | -15 | 7 | 0.52 | -0.37 | -0.05 | 0.04 | i | 17

Arranged by molar mass (ascending): part of the list above
SMILES | XIAP antagonists | MT stabilizer | MT stabilizer Hoechst-high % | MT stabilizer cytotoxicity % | b-catenin transl | b-catenin transl cell count 5 µM | ER stress rescue | Insulin prom up | Insulin prom up cell count | Lipid droplet | Lipid droplet cells 6.5 µM | WT yeast gro inh | WT yeast gro inh mutant strain | Dynein cargo inh | Dynein cargo inh cytoplasmic EGFP | Dynein cargo inh nuclear GR-EGFP | Dynein cargo inh cell count | Autophagy HCS | Autophagy HCS cell loss 18 h
Cc1ccc(C)c(NC(=O)C2CCCN2C(=O)OC(C)(C)C)c1 (stereo not drawn) | -5.0% | 2.4 | 2.0 | 9.2 | 1.0 | 707 | 0.1% | -0.28 | 1198 | . | . | -9 | -4 | 0.37 | -0.23 | 0.35 | 0.21 | i | -10
FC(F)(F)c1ccc(/C=N/NC(=S)NC2CCCCC2)cc1 | -5.8% | 2.9 | 2.8 | 5.0 | -2.2 | 1106 | -0.5% | -0.35 | 1376 | 3 | 692 | 6 | -11 | 0.065 | -0.19 | 0.093 | -0.29 | i | -9
COc1ccccc1/C=C1\SC(=S)N(CC(=O)Nc2nnc(C)s2)C1=O | -6.7% | 5.6 | 2.8 | 27 | -1.3 | 1106 | 3.2% | -0.58 | 1155 | -8 | 684 | 3 | -2 | 1.4 | 1.6 | 1.3 | 1.2 | i | 19
